D1 PAM: Potentiators of Human D1 Dopamine Receptor: qHTS; 360,000 tested, 0.036% active; HEK293 TREx D1 cells, calcium flux, dopamine EC20 potentiation; potentiation, % at 10 µM; D(1A) dopamine receptor (Homo sapiens), P21728; in the data active = potentiation above about 30%; note: 0% is about no effect
Target sequence (P21728 whole entry, looked up): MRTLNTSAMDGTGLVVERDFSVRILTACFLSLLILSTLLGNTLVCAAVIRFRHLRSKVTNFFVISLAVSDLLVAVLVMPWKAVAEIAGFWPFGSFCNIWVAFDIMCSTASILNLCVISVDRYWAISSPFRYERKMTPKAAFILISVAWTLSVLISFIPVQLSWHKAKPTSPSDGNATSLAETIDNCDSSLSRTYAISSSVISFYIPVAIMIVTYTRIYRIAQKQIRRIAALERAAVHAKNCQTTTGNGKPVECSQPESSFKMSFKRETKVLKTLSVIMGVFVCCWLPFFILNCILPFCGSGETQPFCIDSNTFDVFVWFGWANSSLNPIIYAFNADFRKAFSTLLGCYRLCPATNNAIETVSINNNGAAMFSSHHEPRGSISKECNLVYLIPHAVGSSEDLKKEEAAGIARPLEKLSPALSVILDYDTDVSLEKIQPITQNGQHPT
TRHR agonist: qHTS for Small Molecule Agonists and Allosteric Enhancers of Human TRH Receptor: Primary Screen for Agonists; Thyrotropin-releasing hormone receptor (Homo sapiens), P34981; 360,000 tested, 0.18% active; activation, % at 2 µM; TRHR cells, calcium flux fluo-8, FDSS agonist mode; note: 0% is about no effect
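Fluo-8-loaded TRHR cells; 10 s baseline, compound added, kinetic Ca2+ fluorescence read 1/s, agonist mode.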
TRHR enhancer: qHTS for Small Molecule Agonists and Allosteric Enhancers of Human TRH Receptor: Primary Screen for Enhancers | TRHR cells, fluo-8 calcium fluorescence, EC20 TRH enhancement | enhancement, % at 2 µM | 360,000 tested, 0.66% active | AID 493056, 2011; in the data active = enhancement above about 30%; note: 0% is about no effect
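TRHR-expressing cells loaded with fluo-8 calcium dye were read kinetically (ex 480/em 530) during compound addition, then stimulated with an EC20 of TRH (10 nM final). Enhancement of the Gq-mediated intracellular calcium response was scored.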
D1 antagonist: Antagonist of Human D 1 Dopamine Receptor: qHTS | D(1A) dopamine receptor (Homo sapiens), P21728 | HEK293 TREx D1 cells, calcium flux, dopamine EC80; hits give low values | activity change, negative = inhibition, % at 10 µM | 360,000 tested, 3.2% active | AID 504652, 2011; in the data active = activity change below about -30%; note: % is set by controls: 0 for no effect and ±100 for the full control effect
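Tetracycline-induced HEK293 T-REx cells with force-coupled D1 receptor were loaded with a no-wash calcium dye. Compound was added after a 10 s baseline and read kinetically for 180 s; EC80 dopamine was then added and calcium flux followed another 180 s.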
D2 antagonist: HTS Assay for Allosteric Antagonists of the Human D2 Dopamine Receptor: Primary Screen for Antagonists | AID 485344, 2010 | D(2) dopamine receptor (Homo sapiens), P14416 | HEK293 TREx D2 cells, calcium flux, dopamine EC80 | 340,000 tested, 2% active | inhibition, % at 10 µM; in the data active = inhibition above about 30%; note: 0% is about no effect
Target sequence (P14416 whole entry, looked up): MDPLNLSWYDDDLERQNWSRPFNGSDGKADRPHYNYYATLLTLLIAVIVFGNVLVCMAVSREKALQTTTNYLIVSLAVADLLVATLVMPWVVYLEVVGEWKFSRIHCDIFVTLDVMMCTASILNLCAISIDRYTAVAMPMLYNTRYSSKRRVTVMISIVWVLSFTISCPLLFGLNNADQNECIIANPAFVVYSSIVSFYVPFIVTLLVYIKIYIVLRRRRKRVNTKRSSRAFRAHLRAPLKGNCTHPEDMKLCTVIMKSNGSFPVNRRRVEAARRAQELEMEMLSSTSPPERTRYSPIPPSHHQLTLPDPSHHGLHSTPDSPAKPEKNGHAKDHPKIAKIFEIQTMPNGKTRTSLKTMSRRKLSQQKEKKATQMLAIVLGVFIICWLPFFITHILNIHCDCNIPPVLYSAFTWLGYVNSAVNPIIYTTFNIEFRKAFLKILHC
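Inhibition of EC80 dopamine-driven calcium flux, recorded kinetically, defines activity here; cells are a tetracycline-induced HEK293 T-REx line expressing force-coupled D2.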
D2 agonist: HTS Assay for Allosteric Agonists of the Human D2 Dopamine Receptor: Primary Screen for Agonists | HEK293 T-REx D2 cells, calcium flux agonist mode | activation, % at 2 µM | D(2) dopamine receptor (Homo sapiens), P14416 | AID 485358, 2010 | 340,000 tested, 0.53% active;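 active = activation over 3 SD above normal in the single-dose calcium agonist read, cut at about 30% in these data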; note: 0% is about no effect
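Agonism is scored from calcium flux in a force-coupled, inducible HEK293 cell line expressing D2, read kinetically for 180 s after compound addition against dopamine controls.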
D1 agonist: Allosteric Agonists of the Human D1 Dopamine Receptor: qHTS; 360,000 tested, 1% active; activation, % at 2 µM; AID 504660, 2011; HEK293 T-REx D1 cells, calcium flux, agonist mode; D(1A) dopamine receptor (Homo sapiens), P21728; note: 0% is about no effect
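Inducible HEK293 T-REx D1 cells, force-coupled to calcium signalling, were plated at 4000 cells/well with tetracycline and held overnight at 30 C. After no-wash calcium dye loading, compound-evoked calcium rise over 180 s flagged agonists.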
RXFP1 antag: qHTS Assay for Antagonists of the Relaxin Receptor RXFP1; Relaxin receptor 1 (Homo sapiens), Q9HBX9; HEK293-RXFP1, relaxin-stimulated cAMP HTRF, 30 min; hits give low values; activity change, negative = inhibition, % at 57.5 µM; 350,000 tested, 0.59% active; AID 1259400, 2018;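 active = activity change of -60% or lower, but not beyond a set lower limit; inconclusive = change between -60% and -40%, or beyond the set limit; inactive = change above -40%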; note: % is set by controls: 0 for no effect and ±100 for the full control effect
D2 potentiator: HTS Assay for Positive Allosteric Modulators of the Human D2 Dopamine Receptor: Primary Screen for Potentiators. D(2) dopamine receptor (Homo sapiens), P14416. HEK293 T-REx D2, calcium flux, EC20 dopamine potentiation. potentiation, % at 10 µM. 340,000 tested, 0.34% active;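 active = potentiation over 3 SD above the plate norm, cut at about 30% in these data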; note: 0% is about no effect
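Tetracycline-induced HEK293 T-REx cells force-coupled to calcium signalling expressed D2; compounds were pin-added after a 10 s baseline, read kinetically 180 s, then an EC20 dopamine challenge followed with a further 180 s calcium read.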
Active calls of the source: *; u = inconclusive; x = no result given; & = joins results of further samples. Cut-off read from the data, not from the text of the source, unless noted: active = activation above about 30%; inactive = the rest. Rows were taken by chance, and some 7.3% of all compounds hit somewhere here.

SMILES	D1 PAM	TRHR agonist	TRHR enhancer	D1 antagonist	D2 antagonist	D2 agonist	D1 agonist	RXFP1 antag	D2 potentiator
NNC(=O)c1cc2ccccc2[nH]1	-2	0.7	1	3	1	0.1	3	-37	-2
Cc1ccc(OCc2nc(-c3ccc(C(=O)NCCc4ccc(Cl)cc4)cc3)oc2C)cc1	-3	0.1	2	-3	x	0.9	1	1	-6
COc1ccc(OCC(=O)NS(=O)(=O)c2ccc(Cl)cc2)cc1	-5	0.2	0	11	-14	0.0	1	3	x
Cc1csc(SCc2c(C(=O)O)oc3ccccc23)n1	-2	-0.4	-3	9	-2	-0.6	1	-9	5
Cc1cccc(CSc2ccc3nnc(-c4cccs4)n3n2)c1	-8	-0.4	12	4	3	0.3	1	2	15
Cc1c(C)c2ccc(O)c(CN3CCCC3)c2oc1=O	3	-1.2	-5	15	x	x	2	-6	-8
COc1cc(C(=O)N2CCN(Cc3ccccc3C(F)(F)F)CC2)cc(OC)c1OC	-6	-0.9	11	8	-8	-0.1	7	-3	10
CC(=O)NC(c1cccs1)c1cc(Cl)c2ccccc2c1O (configuration not stated)	11	-0.8	0	x	-3	-0.9	-2	x	-8
COc1cc(S(=O)(=O)Nc2ccccc2C(=O)N2CCCCC2)ccc1NC(C)=O	0	-0.4	9	10	5	0.2	2	-1	-8
CN(/N=C/c1ccc(C(C)(C)C)cc1)C1=NCCN1	1	0.8	3	7	2	0.8	6	-17	2
Cc1onc(-c2c(F)cccc2Cl)c1C(=O)Nc1nnc(-c2ccccc2)s1	-4	-0.4	-13	9	14	0.5	1	8	-7
Cc1ccc(-c2nnn(CC(=O)NC3CCCc4ccccc43)n2)cc1 (configuration not stated)	-3	-0.3	2	-10	x	x	5	4	x
CCOC(=O)c1ccc(N2C(=O)Cc3cc(OCC)c(OCC)cc3C2c2ccccc2)cc1 (configuration not stated)	-4	-0.9	-2	-18	x	-1.7	23	-10	10
CCOC(=O)c1csc(-c2ccc(OC)c(OC)c2)n1	3	0.2	5	25	0	0.8	2	-10	-1
COc1ccc(NC(=O)c2ccco2)cc1NC(=O)COc1ccc(Cl)c(C)c1	0	0.2	19	-5	x	x	1	-7	3
Nc1ccccc1C(=O)NCc1ccco1	3	0.5	0	14	1	-0.1	3	0	1
O=S(=O)(c1ccccc1)c1nc(-c2ccco2)oc1N1CCOCC1	-4	-0.4	6	-2	9	-1.0	2	3	-14
CCOC(=O)C1CCN(c2nc3c(C)cccn3c(=O)c2/C=C(\C#N)S(=O)(=O)c2ccccc2)CC1	-2	1.5	-11	-1	13	-0.2	13	27	-6
Nc1nonc1-c1nc2ccccc2n1CC(=O)O	2	-0.1	15	-5	-5	1.1	4	-7	-5
CS(=O)(=O)c1cccc(NC(=O)C2CC2)c1	3	-0.1	24	6	-3	0.0	1	1	1
CC(C)Cn1c(N)c(C(=O)COC(=O)COc2cccc(C(F)(F)F)c2)c(=O)n(C)c1=O	-7	1.5	-9	-12	-13	1.1	16	-3	7
Cc1ccsc1C1CC(=O)OC2=C1C(=O)CC(C)(C)C2 (configuration not stated)	0	0.0	-3	-8	-9	1.3	7	x	7
CN(CC(=O)NNC(=O)CNC(=O)c1cccs1)S(=O)(=O)c1ccc(Cl)cc1	-6	-0.4	-1	-2	10	42*	4	-10	-4
COc1ccccc1CN1CCCC(N2CCN(c3ccccc3OC)CC2)C1 (configuration not stated)	-8	-0.3	-9	-50*	-6	0.8	6	8	-14
CCn1cc(C(=O)NCCN(CC(C)C)CC(C)C)c(=O)c2cc(S(=O)(=O)N(C)C3CCCCC3)ccc21	0	0.2	2	-29	x	0.4	0	x	17

With a hit mark in D1 antagonist, of those listed so far:
SMILES	D1 PAM	TRHR agonist	TRHR enhancer	D1 antagonist	D2 antagonist	D1 agonist	RXFP1 antag	D2 potentiator
COc1ccccc1CN1CCCC(N2CCN(c3ccccc3OC)CC2)C1 (configuration not stated)	-8	-0.3	-9	-50*	-6	6	8	-14

Returning to the listing, repeating the three entries before the break.
SMILES	D1 PAM	TRHR agonist	TRHR enhancer	D1 antagonist	D2 antagonist	D2 agonist	D1 agonist	RXFP1 antag	D2 potentiator
CN(CC(=O)NNC(=O)CNC(=O)c1cccs1)S(=O)(=O)c1ccc(Cl)cc1	-6	-0.4	-1	-2	10	42*	4	-10	-4
COc1ccccc1CN1CCCC(N2CCN(c3ccccc3OC)CC2)C1 (configuration not stated)	-8	-0.3	-9	-50*	-6	0.8	6	8	-14
CCn1cc(C(=O)NCCN(CC(C)C)CC(C)C)c(=O)c2cc(S(=O)(=O)N(C)C3CCCCC3)ccc21	0	0.2	2	-29	x	0.4	0	x	17
CN(C)CCN1C(=O)c2oc3ccccc3c(=O)c2C1c1ccc(F)cc1 (configuration not stated)	-6	2.2	-1	-12	24	1.1	6	15	-1
CCc1ccc(NC(=O)CSc2nc3ccccc3c(=O)n2CCCN2CCC(C)CC2)cc1	2	0.5	-3	9	-18	0.1	14	-11	-17
Cc1cc2c(s1)c1cnn(Cc3c(Cl)cccc3Cl)c(=O)c1n2C	9	-0.8	3	20	x	x	-1	x	x
CCOC(=O)c1c(C)oc2c1cc(NS(=O)(=O)c1ccc(C(=O)O)cc1)c1ccccc12	-10	0.1	14	-2	-2	-0.9	5	16	1
Cc1nc2cccc(C(=O)NCc3ccccc3)c2o1	-5	0.4	-1	18	-20	0.4	0	-7	1
CCOc1ccc(C(=O)N[C@H](C(=O)Nc2ccc(OC)c(S(=O)(=O)N3CCOCC3)c2)C(C)C)cc1	-2	0.4	-3	-5	-2	-3.3	7	-8	-30
CCOc1cc(C(=O)OCC(=O)Nc2ccc(F)cc2Cl)ccc1OCC(=O)N1CCOCC1	-4	-0.2	11	24	-9	-1.2	2	-26	6
Cc1ccc(S(=O)(=O)N(CC(=O)NCc2cccnc2)c2ccc(F)cc2)cc1	-1	0.2	-21	9	29	0.3	1	-3	1
CC1=C(C(=O)OCc2ccccc2)C(c2cccc([N+](=O)[O-])c2)NC(=O)N1C (configuration not stated)	-4	-1.2	-3	-8	4	0.1	0	-3	6
COc1ccc(/C(O)=C2\C(=O)C(=O)N(CCN(C)C)C2c2cccc(OC)c2OC)cc1 (configuration not stated)	-10	-0.2	1	-4	x	x	4	6	x
O=C(Oc1ccccc1O)c1cccc2ccccc12	-8	-0.3	2	-14	9	-0.2	0	x	8
Cc1cccc(NC(=S)N2CCN(c3ccccc3F)CC2)c1C	0	0.1	10	-15	-12	19	1	3	-13
CCN(CC)S(=O)(=O)c1ccc(C)c(C)c1	0	-0.5	0	1	-15	-1.1	0	0	-7
CC12CCC(=O)N1C(C(=O)Nc1nc(-c3ccc(F)cc3)cs1)CS2 (configuration not stated)	0	-1.6	-7	13	-10	0.2	-1	1	-7
Cc1ccc(CNC(=O)c2ccc3nc4[nH]c5ccccc5c4nc3c2)cc1	-3	-0.9	-5	-17	-9	-0.2	0	x	-5
Cc1ccc(N2CC(NC(=O)C(=O)c3c(C)[nH]c4ccccc34)CC2=O)cc1 (configuration not stated)	0	0.0	5	-1	4	0.4	0	-14	-1
Cc1nn(Cc2cccc(C(=O)N3CCCC(C)C3)c2)c(C)c1[N+](=O)[O-] (configuration not stated)	-3	0.0	1	-13	-8	0.4	3	-5	9
CCCC(=O)Nc1ccc(NC(=O)c2cccc(OC)c2)cn1	-7	0.9	-4	1	7	1.1	1	7	-7
Cc1ccc(S(=O)(=O)N2[C@@H](c3ccc(Cl)cc3)C(C(=O)O)=CC[C@H]2c2cccs2)cc1	1	-0.3	1	0	0	0.2	0	x	-9
O=C1Nc2ccccc2/C1=C\C(=O)c1ccccc1	-5	3.0	-2	-8	-1	1.5	2	u	-3
Cc1cc(NS(=O)(=O)c2ccc3c(c2)OCCO3)no1	1	0.3	2	-12	x	x	3	-2	5
O=C1CC(N2CCCCC2)C(=O)N1c1ccccc1 (configuration not stated)	-4	0.9	6	-12	x	x	-1	1	x
CCCc1ccc(OCCNC(C)=O)cc1	-2	0.1	-8	-25	21	0.2	1	6	-1
COc1ccccc1NC(=O)c1ccccc1NC(=O)c1cc(Cl)ccc1NC(=O)c1ccco1	0	-0.1	7	-10	-9	-0.3	5	-3	2
CC(=O)Nc1ccc(S(=O)(=O)NCC2CCC(C(=O)NCCc3ccccc3)CC2)cc1 (configuration not stated)	0&-2	0.2&0.3	1&19	-22&-8	9	0.8&0.2	1&0	-3&-14	-3&-1
CCOC(=O)C1=C(C)C2C3C(=O)N(c4ccccc4C)C(=O)C3C1(C)C1C(=O)N(c3ccccc3C)C(=O)C21 (configuration not stated)	5	0.2	-2	-1	-1	2.6	0	-1	-5

Laid out differently: results already given
Every second line gives: D1 PAM | TRHR agonist | TRHR enhancer | D1 antagonist | D2 antagonist | D2 agonist | D1 agonist | RXFP1 antag | D2 potentiator
- CC1=C(C(=O)OCc2ccccc2)C(c2cccc([N+](=O)[O-])c2)NC(=O)N1C (configuration not stated)
→ -4 | -1.2 | -3 | -8 | 4 | 0.1 | 0 | -3 | 6
- Cc1cc2c(s1)c1cnn(Cc3c(Cl)cccc3Cl)c(=O)c1n2C
→ 9 | -0.8 | 3 | 20 | x | x | -1 | x | x
- CCOC(=O)c1c(C)oc2c1cc(NS(=O)(=O)c1ccc(C(=O)O)cc1)c1ccccc12
→ -10 | 0.1 | 14 | -2 | -2 | -0.9 | 5 | 16 | 1

Bioassay records as filed in PubChem BioAssay.
